# Bim-Bcl-2 = inhibitors of Bim-Bcl-2 binding, primary screen, biochemical, multiplexed, human Bcl-2 family; Apoptosis regulator Bcl-2 (Homo sapiens), P10415; Bead-based flow cytometry, Bim peptide-Bcl-2 binding; inhibition, % at 10 µM; 0.06% of 190,000 active; AID 950, 2007; in the data active = inhibition above about 40%; inconclusive = no clear call, values can overlap the other calls;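 note: 0% = no compound wells with probe peptide and 100% = reference peptide inhibitor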
# Target sequence (P10415 whole entry, looked up): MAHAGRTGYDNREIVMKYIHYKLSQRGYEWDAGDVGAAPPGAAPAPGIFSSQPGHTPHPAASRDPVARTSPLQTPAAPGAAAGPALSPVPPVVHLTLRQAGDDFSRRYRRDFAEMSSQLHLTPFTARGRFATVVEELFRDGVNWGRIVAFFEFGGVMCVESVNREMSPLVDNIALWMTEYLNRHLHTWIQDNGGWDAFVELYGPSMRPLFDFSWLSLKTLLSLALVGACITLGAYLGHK
# Bim-Mcl-1 = inhibitors of Bim peptide binding to Mcl-1, primary screen, biochemical, bead-based flow cytometry, multiplex; Induced myeloid leukemia cell differentiation protein Mcl-1 (Homo sapiens), Q07820; 0.1% of 190,000 active; Bim peptide-Mcl-1 binding; AID 1009, 2008; inhibition, % at 10 µM;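 note: 0% = no compound tracer wells and 100% = peptide blocker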
# Mcl1-Noxa inh = Mcl-1/Noxa binding inhibitors, primary screen, biochemical, TR-FRET, 1536-well; inhibition, % at 21.7 µM; 1.5% of 220,000 active; TR-FRET Mcl-1/Noxa peptide binding, 2 h; Induced myeloid leukemia cell differentiation protein Mcl-1 (Homo sapiens), Q07820;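 active = compounds that cut the protein-peptide binding signal by more than 50% relative to plate controls in a single-dose test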;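 note: His-tagged Mcl-1 with rhodamine Noxa BH3 peptide and terbium anti-His antibody; 0% = Mcl-1 plus Noxa peptide wells and 100% = peptide-only wells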
# RGS8-Gao reg = RGS8-Galphao binding modulators, primary screen, biochemical, multiplexed bead flow cytometry | Guanine nucleotide-binding protein G(o) subunit alpha (Homo sapiens), P09471 | 0.34% of 220,000 active | response (percent of control binding), % at 10 µM | AID 1423, 2008 | actives lie on both sides; in the data active = response below about 60% or above about 140%; inactive = in between;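 note: Galphao activated as the GDP aluminium fluoride complex binding bead-coupled RGS8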
# Target sequence (P09471 whole entry, looked up): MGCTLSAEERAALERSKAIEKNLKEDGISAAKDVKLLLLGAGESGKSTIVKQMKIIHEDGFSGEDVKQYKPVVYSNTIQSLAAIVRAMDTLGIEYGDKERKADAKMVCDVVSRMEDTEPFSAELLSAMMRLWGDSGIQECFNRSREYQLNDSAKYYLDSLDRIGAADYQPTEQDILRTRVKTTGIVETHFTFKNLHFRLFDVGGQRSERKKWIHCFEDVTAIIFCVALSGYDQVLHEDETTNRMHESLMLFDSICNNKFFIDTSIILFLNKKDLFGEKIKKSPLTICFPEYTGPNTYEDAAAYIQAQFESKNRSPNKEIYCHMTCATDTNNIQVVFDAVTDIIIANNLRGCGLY
# Bim-Bcl-B = inhibitors of Bim-Bcl-B binding, primary screen, biochemical, multiplexed, human Bcl-2 family. AID 951, 2007. Bcl-2-like protein 10 (Homo sapiens), Q9HD36. 0.073% of 190,000 active. bead-based flow cytometry, Bim peptide-Bcl-B binding. inhibition, % at 10 µM;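 note: 0% = tracer peptide without compound and 100% = reference inhibitor peptide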
# Target sequence (Q9HD36 whole entry, looked up): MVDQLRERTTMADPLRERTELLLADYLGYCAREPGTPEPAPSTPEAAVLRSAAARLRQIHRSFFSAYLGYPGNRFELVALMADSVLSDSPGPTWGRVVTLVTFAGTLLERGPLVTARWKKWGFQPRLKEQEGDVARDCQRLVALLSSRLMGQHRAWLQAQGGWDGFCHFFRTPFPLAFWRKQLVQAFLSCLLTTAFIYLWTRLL
# Mcl1 Bid PPI = Mcl-1/Bid binding inhibitors, primary screen, biochemical, TR-FRET, 1536-well; Induced myeloid leukemia cell differentiation protein Mcl-1 (Homo sapiens), Q07820; inhibition, % at 21.7 µM; TR-FRET Mcl-1/Bid-Dy647 peptide binding; 0.97% of 220,000 active; AID 1021, 2008;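 active = compounds that cut the binding signal by more than half at the single screening dose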;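 note: His-tagged Mcl-1 with europium anti-His antibody binding Bid BH3 peptide; 0% = Mcl-1 plus peptide wells and 100% = peptide-only wells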
# Bim-Bfl-1 = inhibitors of Bim binding to Bfl-1, primary screen, biochemical, multiplexed, bead-based flow cytometry; Bcl-2-related protein A1 (Homo sapiens), Q16548; inhibition, % at 10 µM; Bim-Bfl-1 binding inhibition; 0.12% of 190,000 active;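 note: 0% = wells without compound plus tracer and 100% = blocker peptide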
# Bcl-W Bim block = inhibitors of Bim binding to Bcl-W, primary screen, biochemical, multiplexed, bead-based flow cytometry; Bcl-2-like protein 2 (Homo sapiens), Q92843; AID 952, 2007; inhibition, % at 10 µM; 0.02% of 190,000 active; Bim peptide-Bcl-W binding;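 note: 0% = bound tracer without compound and 100% = peptide blocker; higher means less fluorescent Bim peptide bound to Bcl-W beads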
# Target sequence (Q92843 whole entry, looked up): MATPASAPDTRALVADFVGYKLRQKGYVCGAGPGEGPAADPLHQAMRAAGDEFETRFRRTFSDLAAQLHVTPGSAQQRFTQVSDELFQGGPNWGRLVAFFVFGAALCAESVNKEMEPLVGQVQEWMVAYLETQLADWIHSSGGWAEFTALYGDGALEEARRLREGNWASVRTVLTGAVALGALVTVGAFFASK
# RGS7-Gao = RGS7-Galphao binding modulators, primary screen, biochemical, multiplexed bead flow cytometry; binding response (% of control), % at 10 µM; actives lie on both sides; Guanine nucleotide-binding protein G(o) subunit alpha (Homo sapiens), P09471; 0.35% of 220,000 active; in the data active = binding response below about 49% or above about 150%; inconclusive = no clear call, values can overlap the other calls; inactive = in between;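 note: fluorescent Galphao held in activated GDP-AlF4 state binding bead-coupled RGS7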
# RGS4-Gao reg = modulators of RGS4 binding to Galphao, primary screen, biochemical, multiplexed bead flow cytometry | Guanine nucleotide-binding protein G(o) subunit alpha (Homo sapiens), P09471 | actives lie on both sides | binding response (% of control), % at 10 µM | 0.33% of 220,000 active; in the data active = binding response below about 49% or above about 150%; inactive = in between;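 note: fluorescent Galphao activated with aluminum fluoride binding bead-coupled RGS4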
# Bim-Bcl-XL = inhibitors of Bim-Bcl-XL binding, primary screen, biochemical, multiplexed, bead flow cytometry, human Bcl-XL; 0.04% of 190,000 active; inhibition, % at 10 µM; Bim peptide-Bcl-XL binding, fluorescence; Bcl-2-like protein 1 (Homo sapiens), Q07817
# * hit, by the source's call; u = inconclusive; x = no result given. Cut-off read from the data, not from the text of the source, unless noted: active = inhibition above about 40%.
SMILES,Bim-Bcl-2,Bim-Mcl-1,Mcl1-Noxa inh,RGS8-Gao reg,Bim-Bcl-B,Mcl1 Bid PPI,Bim-Bfl-1,Bcl-W Bim block,RGS7-Gao,RGS4-Gao reg,Bim-Bcl-XL
O=C(CSc1ncccc1-c1nc2ccccc2[nH]1)Nc1ccc2c(c1)OCCO2,-4,-5,21,103,-8,-45,2,-3,100,95,-8
Cc1cc(C)nc(N2CCCC(C(=O)NCc3ccccc3)C2)n1 (centres undefined),2,-2,-14,104,-2,2,0,-4,100,100,-2
CCN(CC)C1=NS(=O)(=O)c2cc([N+](=O)[O-])ccc21,-1,0,8,100,-3,-23,-7,-2,99,102,-3
Cc1ccc(NS(=O)(=O)c2ccc(CCC(=O)O)cc2)cc1,-11,-3,5,100,-9,-26,-16,6,102,99,-5
CCOC(=O)c1cc2c(=O)n3ccccc3nc2n(Cc2ccco2)c1=NC(=O)c1ccc(OC)cc1,1,0,3,99,-1,-36,4,3,97,96,0
COc1ccc(-c2[nH]ncc2CNCCCSC)cc1F,-2,-2,25,104,-1,-50,0,-2,118,112,-3
C=C1CCN([C@H](C(=O)OCc2cccc(C)c2)C(C)C)S(=O)(=O)c2ccccc21,x,x,-9,90,x,-41,x,x,u,90,x
COCCNc1nc2c(S(=O)(=O)c3cc(C)ccc3C)nnn2c2ccccc12,-1,-3,-76,99,-4,-19,-6,-3,99,97,-4
COc1ccc(OCCC(=O)OCC(=O)NCc2ccco2)cc1,-5,-1,46,99,-2,-74,-9,3,94,93,-21
CN1CCN(CC(=O)Nc2nc(-c3ccccc3)cs2)CC1,-9,1,6,103,-8,-14,-8,3,101,102,-7
Cc1cc(-c2nn(-c3ccccc3F)cc2CN2CCCC(O)C2)c(C)s1 (centres undefined),-4,-1,-10,99,-9,-43,-2,-4,99,102,-6
COC(=O)c1[nH]c2cc(OC)c(OC)cc2c1NC(=O)Oc1ccccc1,-3,1,32,98,-6,-26,-12,3,102,99,-4
C=CCNc1nc(N)c([N+](=O)[O-])c(NCCO)n1,x,x,-2,99,x,-6,x,x,u,92,x
Cc1cc(Cl)ccc1N(CC(=O)NCc1ccc2c(c1)OCO2)S(C)(=O)=O,-1,-1,1,102,0,-36,-2,-1,99,101,-1
O=C(COC(=O)c1ccc(Br)o1)NCCCc1ccccc1,-11,-4,1,100,-11,-12,-9,0,106,99,-7
Cc1ccc(NC2=NC(c3ccccc3)n3c(nc(C)cc3=O)N2)cc1 (centres undefined),-36,-26,18,100,-39,-11,-17,-36,101,99,-22
Clc1ccc(N2N=C(c3cccs3)CC2c2ccco2)cc1 (centres undefined),0,-3,8,101,-7,-17,0,-2,99,98,-2
Cc1ccccc1C(=O)c1cccn1CC(=O)NCc1ccc(Cl)cc1,-4,0,-7,107,-4,-9,-10,-2,104,103,-2
CCCc1cc(C(=O)OC)c2ccccc2n1,-1,-3,9,100,0,-22,-1,-2,100,102,-2
Oc1[nH]c2ccccc2c1N=Nc1ncnc2c1oc1ccccc12,x,x,65*,102,x,10,x,x,u,105,x

# An excerpt of these results, as tab-separated lines.
mol	Bim-Bcl-2	Bim-Mcl-1	Mcl1-Noxa inh	RGS8-Gao reg	Bim-Bcl-B	Mcl1 Bid PPI	Bim-Bfl-1	Bcl-W Bim block	RGS7-Gao	RGS4-Gao reg	Bim-Bcl-XL
CCOC(=O)c1cc2c(=O)n3ccccc3nc2n(Cc2ccco2)c1=NC(=O)c1ccc(OC)cc1	1	0	3	99	-1	-36	4	3	97	96	0
COc1ccc(-c2[nH]ncc2CNCCCSC)cc1F	-2	-2	25	104	-1	-50	0	-2	118	112	-3
C=C1CCN([C@H](C(=O)OCc2cccc(C)c2)C(C)C)S(=O)(=O)c2ccccc21	x	x	-9	90	x	-41	x	x	u	90	x
COCCNc1nc2c(S(=O)(=O)c3cc(C)ccc3C)nnn2c2ccccc12	-1	-3	-76	99	-4	-19	-6	-3	99	97	-4
COc1ccc(OCCC(=O)OCC(=O)NCc2ccco2)cc1	-5	-1	46	99	-2	-74	-9	3	94	93	-21
CN1CCN(CC(=O)Nc2nc(-c3ccccc3)cs2)CC1	-9	1	6	103	-8	-14	-8	3	101	102	-7
Cc1cc(-c2nn(-c3ccccc3F)cc2CN2CCCC(O)C2)c(C)s1 (centres undefined)	-4	-1	-10	99	-9	-43	-2	-4	99	102	-6
COC(=O)c1[nH]c2cc(OC)c(OC)cc2c1NC(=O)Oc1ccccc1	-3	1	32	98	-6	-26	-12	3	102	99	-4
C=CCNc1nc(N)c([N+](=O)[O-])c(NCCO)n1	x	x	-2	99	x	-6	x	x	u	92	x
Cc1cc(Cl)ccc1N(CC(=O)NCc1ccc2c(c1)OCO2)S(C)(=O)=O	-1	-1	1	102	0	-36	-2	-1	99	101	-1
O=C(COC(=O)c1ccc(Br)o1)NCCCc1ccccc1	-11	-4	1	100	-11	-12	-9	0	106	99	-7
Cc1ccc(NC2=NC(c3ccccc3)n3c(nc(C)cc3=O)N2)cc1 (centres undefined)	-36	-26	18	100	-39	-11	-17	-36	101	99	-22
Clc1ccc(N2N=C(c3cccs3)CC2c2ccco2)cc1 (centres undefined)	0	-3	8	101	-7	-17	0	-2	99	98	-2

# Additional entries follow.
SMILES,Bim-Bcl-2,Bim-Mcl-1,Mcl1-Noxa inh,RGS8-Gao reg,Bim-Bcl-B,Mcl1 Bid PPI,Bim-Bfl-1,Bcl-W Bim block,RGS7-Gao,RGS4-Gao reg,Bim-Bcl-XL
COc1ccc(-n2c(SCC(=O)Nc3ccc4c(c3)OCO4)nc3ccccc3c2=O)cc1,-9,-1,24,98,-7,-12,-10,-2,95,97,-2
Cc1cc(C)n2c(SCC(=O)NC3CCCCC3C)nnc2n1 (centres undefined),-6,-1,9,100,-5,3,-4,-2,u,102,-2
CCOC(=O)C1(Cc2ccccc2)CCCN(Cc2cccc(C(C)=O)c2)C1 (centres undefined),-4,0,7,98,-2,-6,-5,-3,101,99,-2
CC12CCC(C(=O)Nc3cccnc3)(CC1=O)C2(C)C (centres undefined),-7,-3,x,100,-8,-22,-15,1,96,97,0
Cc1cc(C)cc(NC(=O)CCn2ccnc2C)c1,-3,0,-2,104,-2,-16,-6,0,103,105,-2
Cn1c(N)c(C(=O)COC(=O)c2ccc3c(c2)OCCO3)c(=O)n(C)c1=O,-10,0,10,100,-5,-16,-14,2,103,103,-1
COc1ccc(C(=O)NC2CCN(C(=O)NC3CCCCC3)CC2)cc1,-4,-1,5,93,-10,-4,-14,-3,90,94,1
O=C(c1cnc(N2CCN(c3ncccn3)CC2)c2ccccc12)N1CCN(c2ncccn2)CC1,-2,3,-3,104,4,6,0,4,97,105,2
COc1ccc(/C=C/C(=O)NC(=S)NNC(=O)c2ccco2)cc1OC,x,x,-111,98,x,-228,x,x,u,101,x
COc1ccc(C(=O)NCC(=O)N2CCCC(C)C2)cc1OC (centres undefined),-1,-1,11,99,-4,-12,-5,0,u,101,0
CC(C)(C)C1CCC2(CC1)NC(=S)N(c1ccccc1)N2 (centres undefined),-5,-4,-3,101,-9,-33,0,-5,101,102,-5
COc1cccc(NC(=S)N(CCc2ccc(OC)c(OC)c2)Cc2ccccn2)c1,-3,-1,1,101,-6,-23,-6,-2,u,103,-3
Cn1cc(S(=O)(=O)N2CCN(c3cccc(C(F)(F)F)c3)CC2)c(=O)n(C)c1=O,1,1,-11,92,-2,-7,0,0,91,95,2
Cc1cnc(C)c(N2CCN(Cc3nc(-c4cccc(F)c4F)oc3C)CC2)n1,-3,-4,8,108,-1,-10,-4,-1,102,94,-3
CN1CCN(C(=O)/C=C/c2ccc([N+](=O)[O-])o2)CC1,x,x,-28,101,x,-33,x,x,u,103,x
O=C(CCC1CCCN(C(=O)c2ccsc2)C1)N1CCN(c2ccccn2)CC1 (centres undefined),x,x,13,95,x,-34,x,x,u,86,x
O=C(/C=C/Nc1ccc(Cc2ccc(N/C=C/C(=O)C(F)(F)F)cc2)cc1)C(F)(F)F,-4,-2,-6,98,-12,-27,-8,-3,99,99,-9
CCC(CC)n1[nH]c(=O)c2c(C)cc(C)nc21,0,-1,7,98,-1,-34,-7,0,96,96,0
CCN(CC)S(=O)(=O)c1ccc2c(c1)nc(CCC(=O)OCc1c(C)noc1C)n2C,-10,0,0,101,-8,-35,-10,1,104,102,-5
O=[N+]([O-])c1ccccc1/C=C/C=N/N1CCCCC1,-3,-1,10,92,-5,-48,-2,-2,83,86,-3
COc1ccc(N(CC(=O)Nc2cccc(C(C)=O)c2)S(C)(=O)=O)cc1OC,0,0,-1,103,0,-4,-3,-3,104,107,-2
COc1ccc(C(=O)/C=C/Nc2cc(C)on2)cc1,0,0,7,101,-1,-41,0,-2,98,100,1
COc1cccc(C2=NOC(C(=O)Nc3c(C)n(C)n(-c4ccccc4)c3=O)C2)c1 (centres undefined),x,x,-20,102,x,-12,x,x,u,102,x
O=C(N1CCOCC1)C1(c2ccc(Cl)cc2)CCCC1,-4,-2,-13,99,-1,-4,-1,-1,98,98,0
O=C1CSC(c2cccnc2)N1CC1CC1 (centres undefined),x,x,-5,102,x,-17,x,x,u,99,x
COc1ccc(N(C(=O)Cn2cnc3ccccc32)C(C(=O)NC2CCCCC2)c2ccccc2)cc1 (centres undefined),-15,-3,-4,90,-10,14,-20,3,83,87,-8
NC(=O)c1cccc2c(=O)oc3ccccc3c12,-11,-8,21,100,-12,-6,-20,-1,98,102,-14
COc1ccc(-n2nnc3c(=O)n(C/C=C/c4ccccc4)cnc32)cc1,-10,-5,-4,97,-4,-24,-12,1,103,101,7
Cn1nccc1C(=O)N1CCc2ccccc21,13,3,-15,100,2,0,3,3,99,100,6
CC(O)c1c(-c2ccccc2)nn(C)c1Cl (centres undefined),-4,0,2,99,0,-10,-7,0,102,98,-2
CCC(C(=O)NC1CCCC1)N(C(=O)Cn1nnc(-c2ccc(C)o2)n1)C(C)(C)C (centres undefined),-3,1,-1,97,-1,-6,-1,-1,98,90,0
COc1ccc(-c2cc(C(=O)NNC(=S)NC(=O)c3c(-c4ccccc4)noc3C)[nH]n2)cc1,-1,-2,-3,99,-3,-57,-5,0,99,99,-1

# From PubChem BioAssay

# This is a random part of the collection. Share with any hit: about 2.7%.
